# AMPAR-TARP mod: modulators of GluA2-stargazin AMPA receptor complexes, primary screen, cell-based, membrane potential dye; 40,000 compounds, 3.5% hits; HEK293 GluA2+stargazin, membrane potential dye (FDSS), glutamate EC50; hits were called plate by plate, in both directions; calls only at 30 µM; Voltage-dependent calcium channel gamma-2 subunit (Mus musculus) + Glutamate receptor 2 …;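 active = any of four per-well response measures lying three or more SD from its plate-wide compound average, in either direction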
# AMPAR-TARP mod agonism max-min: also measured in AMPAR-TARP mod; calls as there; compound max-min signal; compound-alone response (agonism);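 unitless range of fluorescence divided by baseline over first 100 seconds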
# AMPAR-TARP mod glutamate slope: further read-out of AMPAR-TARP mod, marked with its call; glutamate slope, % of max; measured here: glutamate response slope, % max;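 scaled per plate between vehicle wells and maximal 1 mM glutamate control wells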
# * hit, by the source's call; i = inactive. A portion of the library; rates above refer to the full screens.
SMILES,AMPAR-TARP mod,AMPAR-TARP mod agonism max-min,AMPAR-TARP mod glutamate slope
CC1COc2c(N3CCN(C)CC3)c(F)cc3c(=O)c(C(=O)O)cn1c23 (stereo unspecified),i,0.13,38

# From PubChem
